RGS4 inhibitor = Inhibitors of Regulator of G Protein Signaling (RGS) 4: qHTS. Potency, µM (titrated, usually from 114 µM), for the others: at the highest dose activity change, negative = inhibition, most hits filed as inhibitors. Transcreener GDP fluorescence polarization, RGS4-accelerated GTP hydrolysis. 0.039% of 390,000 active; further: potency means the concentration at half of the fitted maximal effect; on the % scale 0 is the no-effect control and ±100 the full control effect; nearly all actives have a fitted effect of over 75% in size; some results filed as inactive show a strong effect at the top dose
Target sequence (P49798 whole entry, looked up): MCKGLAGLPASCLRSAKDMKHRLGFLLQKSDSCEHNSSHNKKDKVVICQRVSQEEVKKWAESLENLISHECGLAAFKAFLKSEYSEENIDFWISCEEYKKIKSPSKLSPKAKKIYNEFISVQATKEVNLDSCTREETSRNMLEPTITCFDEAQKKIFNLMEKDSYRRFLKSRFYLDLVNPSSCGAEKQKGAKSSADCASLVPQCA
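MLSMR compounds (23 nl, pin-transferred) preincubated 10 min at room temperature with a 500nM (2x) first reagent, then RGS4 at 900nM (2x) plus Transcreener GDP mix added; fluorescence polarization (620/688 nm) read before and after 90 min at 30 °C.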
12-LOX inh = Primary qHTS assay for inhibitors of human arachidonate 12S-lipoxygenase (ALOX12): Round 2. purified 12hLO, xylenol orange hydroperoxide absorbance. Potency, µM (series often up to 108 µM), for the others: top-dose activity change, negative = inhibition, actives largely listed as inhibitors. 1.1% of 580,000 active. AID 1671190, 2021; further: potency means the concentration at half of the fitted maximal effect; on the % scale 0 is the no-effect control and ±100 the full control effect
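Purified human 12hLO (150 nM final) in 25 mM Hepes, 0.01% Triton X-100, pH 7.0 was preincubated 15 min at room temperature with compound. Then 40 uM arachidonic acid was added, 30 min. Hydroperoxide was read by Fe-XO absorbance ratio 573/405 nm.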
GRP78 ERSR act = qHTS for Inducers of the Endoplasmic Reticulum Stress Response (ERSR) in Human Glioma: qHTS. U87-MG GRP78 promoter luciferase reporter, 16 h. Potency, µM, without a hit: at the top dose activation, hits mostly activators. 0.02% of 420,000 active; further: potency means the concentration at half of the fitted maximal effect; series mostly up to about 76 µM; % of control where 0% means no effect; nearly all actives have a fitted effect of over 35% in size
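Stably transfected U87-MG human glioma cells carrying a GRP78-based luminescent sensor were seeded at 1000 cells/well, pin-dosed with compounds and incubated 16 h. Luciferase reagent was then added, and end-point luminescence was read after 10 min at room temperature.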
LDHA block = qHTS assay for inhibitors of human lactate dehydrogenase; L-lactate dehydrogenase A chain (Homo sapiens), P00338; purified LDHA, NADH/diaphorase-resazurin fluorescence; active compounds read low; activity change, % (values are at about 110 or 230 µM); 0.15% of 480,000 active; AID 1347041, 2019; in the data active means activity change below about -30%; inconclusive means mostly about -25% to -30%;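 further: plate controls were DMSO wells for no effect and wells without enzyme for full effect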
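Remaining NADH was detected by diaphorase (0.133 mg/mL) converting 37 µM resazurin to fluorescent resorufin, read at 0 and 20 minutes. The preceding 5-minute room-temperature reaction used 2 nM LDHA, 0.2 mM sodium pyruvate and 0.06 mM NADH at pH 7.4.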
D2 ag = HTS Assay for Allosteric Agonists of the Human D2 Dopamine Receptor: Primary Screen for Agonists | D(2) dopamine receptor (Homo sapiens), P14416 | HEK293 T-REx D2 cells, calcium flux agonist mode | activation, % at 2 µM | 0.53% of 340,000 active | AID 485358, 2010;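 active means activation over 3 SD above normal in the single-dose calcium agonist read, cut at about 30% in these data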; further: 0% is about no effect
Target sequence (P14416 whole entry, looked up): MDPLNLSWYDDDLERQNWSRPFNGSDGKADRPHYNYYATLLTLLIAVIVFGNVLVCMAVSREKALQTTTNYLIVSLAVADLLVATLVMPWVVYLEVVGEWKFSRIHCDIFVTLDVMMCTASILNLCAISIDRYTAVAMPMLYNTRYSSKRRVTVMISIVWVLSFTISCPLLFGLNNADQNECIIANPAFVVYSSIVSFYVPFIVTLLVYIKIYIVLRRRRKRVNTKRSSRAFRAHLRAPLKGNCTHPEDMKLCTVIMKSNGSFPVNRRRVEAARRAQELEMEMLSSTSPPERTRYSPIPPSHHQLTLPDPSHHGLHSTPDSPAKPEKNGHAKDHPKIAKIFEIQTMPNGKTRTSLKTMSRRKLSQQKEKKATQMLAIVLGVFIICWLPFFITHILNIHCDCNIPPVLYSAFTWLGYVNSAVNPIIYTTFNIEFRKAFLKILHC
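In this primary screen, compounds producing a positive calcium signal within 180 s of addition to tetracycline-induced, force-coupled HEK293 Trex D2 cells are flagged; cells are dye-loaded with a no-wash calcium kit beforehand.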
Vif-A3F inh = qHTS for Inhibitors of Vif-A3F Interactions: qHTS; HeLa A3F-eYFP + Vif (tagged APOBEC3F with the HIV-1 protein that degrades it), YFP fluorescence increase; Potency, µM (top dose mostly 46.1 µM), without a hit: top-dose activity, negative = active; 0.2% of 390,000 active; further: potency means the concentration at half of the fitted maximal effect; % of control where 0% means no effect; nearly all actives have a fitted effect of over 65% in size
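HeLa cells stably expressing A3F-eYFP plus Vif, plated and incubated overnight at 37 deg C, then exposed to compounds overnight at 37 deg C. Blocked degradation read as raised yellow fluorescence (Ex 488/Em 500-530).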
Vif-A3G inh = qHTS for Inhibitors of Vif-A3G Interactions: qHTS. 0.076% of 410,000 active. Potency, µM (series often up to 46.1 µM), for inactives: at the highest dose activity, negative = active, most hits filed as inhibitors. DNA dC->dU-editing enzyme APOBEC-3G (Homo sapiens), Q9HC16. HeLa A3G-eYFP + Vif (tagged APOBEC3G with the HIV-1 protein that degrades it), YFP fluorescence, overnight;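 further: potency means the concentration at half of the fitted maximal effect; on the % scale 0 is the no-effect control and ±100 the full control effect; nearly all actives have a fitted effect of over 60% in size; hits raise eYFP signal because A3G escapes Vif-driven loss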
Target sequence (Q9HC16 whole entry, looked up): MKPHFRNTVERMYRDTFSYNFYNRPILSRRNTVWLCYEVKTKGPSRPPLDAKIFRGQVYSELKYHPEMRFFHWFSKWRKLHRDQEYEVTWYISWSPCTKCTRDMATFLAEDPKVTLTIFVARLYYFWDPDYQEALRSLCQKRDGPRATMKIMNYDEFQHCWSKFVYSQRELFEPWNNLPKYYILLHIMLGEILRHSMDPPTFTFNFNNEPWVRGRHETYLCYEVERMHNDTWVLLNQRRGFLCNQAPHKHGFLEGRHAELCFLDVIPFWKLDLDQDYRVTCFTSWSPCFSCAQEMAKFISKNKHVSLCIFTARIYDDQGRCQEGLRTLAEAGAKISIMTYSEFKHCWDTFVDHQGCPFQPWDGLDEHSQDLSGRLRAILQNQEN
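HeLa cells stably expressing Vif and C-terminally eYFP-tagged A3G, seeded overnight at 37 deg C, then exposed to compound by pintool overnight at 37 deg C. Rise in yellow fluorescence (Ex 488/Em 500-530, Acumen) marks blocked Vif-driven A3G degradation.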
D2 antag = HTS Assay for Allosteric Antagonists of the Human D2 Dopamine Receptor: Primary Screen for Antagonists | D(2) dopamine receptor (Homo sapiens), P14416 | 2% of 340,000 active | inhibition, % at 10 µM | HEK293 TREx D2 cells, calcium flux, dopamine EC80; in the data active means inhibition above about 30%; further: 0% is about no effect
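Compounds are added to dye-loaded, induced HEK293 T-REx cells coupled to calcium release via D2; after a 3 min kinetic read an EC80 dopamine stimulus is given and fluorescence is recorded for 3 more min.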
ERG Ets-DNA blk = qHTS for Small Molecule Inhibitors of the ERG Ets/DNA interaction. Transcriptional regulator ERG (Homo sapiens), P11308. fluorescence polarization, His-ERG Ets domain / labelled DNA. Potency, µM (series often up to 76.9 µM), for inactives: at the highest dose FP activity, negative = inhibition, hits mostly inhibitors. 0.028% of 370,000 active; active means well fitted inhibition curve with a large enough effect in the polarisation, with a control signal flat; inconclusive means small, poorly fitted or top-dose-only effect, or effect the other way, or a change in a side signal; inactive means no such curve, though single readings can be large or run the other way; the % refers to the polarisation;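 further: polarization taken with two DNA probes labelled with fluorescein and Texas red; potency means the concentration at half of the fitted maximal effect; % of control where 0% means no effect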
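His-tagged ERG Ets domain (1 uM in the protein solution; 300mM KCl, 50mM Tris-HCl, 1mM EDTA, 1mM DTT, pH 7.5) received compound, then a probe mix of 5 nM fluorescein-DNA and 100nM Texas-615-DNA. Fluorescence polarization was read for both dyes.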
* marks the source's active call; other numbers are inactive results; ? = inconclusive; / = no result given; [ ] = remark or other dose. Unless noted, the call rests on the fitted dose curve; in most records, active means well fitted curve in the direction sought with a large enough effect; inconclusive means small, poorly fitted or top-dose-only effect, or another doubt; inactive means no such curve, though single readings can be large; an effect the other way counts as inactive or inconclusive. This is a subset; rates above refer to the full screens.

SMILES	RGS4 inhibitor	12-LOX inh	GRP78 ERSR act	LDHA block	D2 ag	Vif-A3F inh	Vif-A3G inh	D2 antag	ERG Ets-DNA blk
CSCCC(NC(=O)COc1ccccc1)C(=O)NCCOc1ccccc1 (centres undefined)	-8.9%	?	-1.0%	-0.3	-0.1	0.2%	2.2%	-10.6	3.7%
CCOC(=O)c1c(-c2ccccc2)csc1NC(=O)CSc1nnc(C)s1	18.5%	-2.9%	1.1%	-5.2	-1.4	1.2%	-2.4%	-8.4	-1.5%
Cc1ccc(OCCn2cc(Br)c(=O)[nH]c2=O)cc1	1.3%	-20.6%	-2.4%	0.4	2.2	-10.1%	1.6%	0.2	-0.7%
CC(=O)Nc1cc(-c2cccc(C(=O)N(C)C)c2)cn2c(-c3ccc(C(C)=O)cc3)cnc12	/	?	-0.4%	-6.0	/	/	-9.9%	/	/
COc1cc(C(=O)Nc2ccc3c(c2)CCN3C(C)=O)cc(OC)c1OC	-45.1%	21.5%	4.9%	-1.7	1.0	-24.1%	?	-43.7	0.3%
CC(C)(C)c1ccc(C(=O)N2CCC2(C)C(=O)Nc2cccc(C#N)c2)cc1 (centres undefined)	/	-1.8%	-1.4%	-1.5	/	/	2.3%	/	/
CCC(=O)N1CCc2cc(S(=O)(=O)NCCCOC)ccc21	28.0%	-1.3%	-4.4%	-4.1	-0.3	-4.4%	-8.1%	-42.2	-8.8%
Cc1cnn(CCC(=O)NNC(=S)Nc2ccc(F)cc2)c1	-35.5%	-5.3%	-6.5%	-4.9	-0.2	5.5%	-1.3%	3.1	-3.5%
COc1ccc(NS(=O)(=O)c2ccc(C)c(NC(=O)NC3CCCCC3)c2)cc1	-13.1%	?	-3.9%	-3.7	-0.9	-3.0%	-0.3%	33.5*	2.1%
CCC(C(=O)OCC(=O)NC1CCS(=O)(=O)C1)c1ccccc1 (centres undefined)	-7.0%	-22.7%	-4.0%	-0.3	-0.1	9.5%	-0.5%	1.0	-0.9%
O=C(COc1ccc(Cl)cc1Cl)NCCCNC(=O)c1cnccn1	-10.4%	0.2%	0.3%	-4.5	-0.6	-23.3%	4.0%	2.2	9.1%
Cc1coc(NC(=O)CSc2nc(-c3ccc(Cl)cc3)cc(C(F)(F)F)c2C#N)n1	-7.4%	0.0%	-0.7%	-19.5	-0.3	-13.8%	?	1.1	-5.0%
CCCCc1c(O)nc(SCC(=O)NC(C)(C)C)n(-c2ccccc2C)c1=O	1.5%	-20.4%	-3.7%	-5.3	-0.4	-9.4%	-3.5%	-0.9	9.1%
COc1cc(CC(=O)C(=O)O)oc(=O)c1	/	-22.7%	-5.3%	24.5	/	0.5%	1.0%	/	/
CCCN(Cc1nnc(-c2ccccc2Cl)o1)C(=O)COc1ccc(Cl)cc1	-6.1%	46.9%[activator]	-2.5%	1.9	0.8	2.4%	-0.1%	-23.3	-0.6%

Already shown: an excerpt of the list.
SMILES	RGS4 inhibitor	12-LOX inh	GRP78 ERSR act	LDHA block	D2 ag	Vif-A3F inh	Vif-A3G inh	D2 antag	ERG Ets-DNA blk
CSCCC(NC(=O)COc1ccccc1)C(=O)NCCOc1ccccc1 (centres undefined)	-8.9%	?	-1.0%	-0.3	-0.1	0.2%	2.2%	-10.6	3.7%
CCOC(=O)c1c(-c2ccccc2)csc1NC(=O)CSc1nnc(C)s1	18.5%	-2.9%	1.1%	-5.2	-1.4	1.2%	-2.4%	-8.4	-1.5%

Following part:
SMILES	RGS4 inhibitor	12-LOX inh	GRP78 ERSR act	LDHA block	D2 ag	Vif-A3F inh	Vif-A3G inh	D2 antag	ERG Ets-DNA blk
NC(c1csc(Nc2cc(NCCCO)ncn2)n1)c1ccccc1Cl (centres undefined)	/	-2.1%	-5.8%	0.2	/	/	-5.0%	/	/
CC(CCc1ccccc1)NC(=O)CSc1cccc[n+]1[O-] (centres undefined)	6.9%	0.0%	0.3%	-3.5	3.5	9.3%	-0.5%	7.1	-4.4%
CCOC(=O)c1ccc(NC(=S)Nc2ccccc2)cc1	-24.4%	-26.4%	-2.0%	-8.8	1.1	0.7%	-0.8%	-6.0	19.5%
CC(C)c1ccc(OCC(=O)Nc2cccc3c2CCCC3)cc1	-13.9%	32.7%[activator]	-4.5%	-0.5	0.8	1.3%	-12.8%	3.9	-7.3%
O=C(COc1ccc(Br)cc1)Nc1ccc([N+](=O)[O-])cn1	-9.7%	11.0%	-3.2%	-2.8	-0.6	-4.4%	4.1%	-23.0	-1.8%
Cc1cc(SCC(=O)c2cccc([N+](=O)[O-])c2)nc(=O)[nH]1	?	/	-3.5%	3.1	-0.3	-1.1%	1.5%	-1.3	17.0%
COc1ccccc1C(=O)NCCn1cc(SCC(=O)Nc2ccccc2F)c2ccccc21	12.6%	4.9%	-4.8%	-4.2	0.4	0.5%	-0.6%	/	-0.2%
CCOC(=O)c1sc2nc(N3CCOCC3)c3c(c2c1N)CC(C(C)C)OC3 (centres undefined)	-7.4%	-8.6%	-5.0%	-11.9	0.1	-13.7%	-7.1%	-3.7	-7.3%
COc1cc(C(=O)C(=O)c2cc(OC)c(O)c(OC)c2)cc(OC)c1O	3.0%[56.9 µM]	8.5%	-4.5%	-2.4	-0.4	-13.0%	-0.6%	-41.2	11.3%
CC(NNC(=S)N1CCN(c2ccccn2)CC1)c1nccc2ccccc12 (centres undefined)	-22.5%	?	-7.0%	-10.7	/	-9.7%	-14.9%	/	-0.7%
COc1ccc(CNC(=O)C2CCN(C(=O)c3ccc(-n4ccc5ccccc54)s3)CC2)cc1	-0.8%	-10.4%	1.5%	-1.9	-0.4	3.5%	1.9%	/	-1.3%
CSC(=S)N/N=C/c1ccc(N(C)C)cc1	6.0%	-5.2%	3.6%	-1.8	2.3	?	-4.8%	-2.0	3.2%
CCCNC(=O)Nc1ccccc1SC	-6.5%	-11.7%	-1.3%	-7.0	-0.6	0.6%	2.1%	13.0	-0.1%
O=C(Oc1ccc(O)cc1)C12CC3CC(CC(C3)C1)C2	-5.2%	?	0.2%	3.1	6.0	-12.2%	-4.5%	-4.5	1.7%
O=C(C[C@H]1C[C@@H]2c3cc(NS(=O)(=O)c4ccccc4)ccc3O[C@@H]2[C@H](CO)O1)NC1CCCC1	/	-8.6%	-2.6%	-3.5	/	-0.8%	2.4%	/	/
O=C(N/N=C/C1C(c2ccccc2)C1(Cl)Cl)c1cccc(Br)c1 (centres undefined)	-22.3%	7.5%	2.9%	-1.6	/	-3.9%	-1.5%	/	4.8%
Cc1ccc(CNC(=O)C2CCCN2C(=O)NCc2ccccc2)cc1 (centres undefined)	-2.5%	-5.7%	-4.7%	-11.0	0.3	/	-2.8%	5.0	2.0%
Cc1nc(N=C(N)N)nc2ccccc12	5.7%	-9.1%	-5.9%	-2.8	0.1	-9.4%	2.2%	11.5	1.0%
COc1ccccc1CCNC(=O)C(=O)NCC1OCCN1S(=O)(=O)c1ccc([N+](=O)[O-])cc1 (centres undefined)	-23.1%	13.7%	-2.7%	2.8	0.1	-10.4%	-1.3%	-0.5	2.4%
COc1cccc(CN(C)C(=O)c2cc(-c3ccc(F)cc3)nc3ccccc23)c1	?	/	-4.7%	0.8	-0.2	7.1%	-7.9%	8.5	4.0%
O=C(O)c1ccc(N2C(=O)c3cccc(Oc4ccc(Cl)cc4)c3C2=O)cc1	27.7%	-5.9%	-3.6%	-8.5	/	-0.6%	1.6%	/	6.0%
CCCCn1c(SCC(=O)Nc2ccc(OC)cc2)nc2ccc(N3CCOCC3)cc2c1=O	12.0%	0.0%	0.1%	0.0	-0.7	-1.0%	-10.7%	-10.3	-12.7%
COc1ccc(Cl)cc1NC(=O)CN1CCc2ccccc2C1	6.7%	20.2%	-3.7%	-9.5	-0.8	2.3%	1.3%	-10.3	2.2%
CCOc1ccc(CNC(=O)CSc2c3c(nc4ccc(Cl)cc24)CCCC3)cc1	-6.9%	-19.6%	-4.6%	2.3	0.3	-0.4%	-6.8%	/	-2.1%
Cn1c(N)c(C(=O)COC(=O)C2CCCCC2)c(=O)n(C)c1=O	35.2%	7.4%	-0.9%	-9.3	1.2	-2.1%	-0.9%	5.8	-0.9%
CCOc1ccc(CN(C)CCc2ccccn2)cc1	-2.2%	?	-4.8%	?	2.4	13.3%	0.7%	-21.2	-11.4%
Cc1ccc(NC(=O)c2sc(-n3nc(C)c(Cc4ccc5c(c4)OCO5)c3C)nc2C)cc1C	-5.6%	-33.2%	-6.3%	-13.7	-2.2	5.4%	0.1%	/	-4.6%
O=C(CSc1nccn1-c1ccccc1)Nc1nc2ccccc2s1	2.3%	-24.2%	-0.1%	-6.6	-0.9	4.6%	-3.8%	/	2.3%
C=CCn1c(=O)n(CCOC)c(=O)c2sc3ccccc3c21	12.6%	26.2%	-0.9%	-5.2	-0.5	-0.9%	-4.5%	17.7	-4.0%

Assay outcomes deposited in PubChem by National Center for Advancing Translational Sciences (NCATS).
